# From PubChem
# HT1080 viability – HT1080 cell viability loss – fluorescence readout (AID 620). HT1080 viability, fluorescence; higher % means a stronger effect. cytotoxicity, % at 10 µM; hits with a dose series show EC50 in µM. 87,000 tested, 0.42% active;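 note: cells exposed to compound overnight then 4 h with Alamar Blue; 0% = vehicle DMSO and 100% = killing control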
# Bfl-1 displacement – displacement of Bid BH3 peptide from Bfl-1 – biochemical, fluorescence polarization, FITC-Bid, mouse, primary screen (AID 432); FITC-Bid BH3 peptide fluorescence polarization displacement; higher % means a stronger effect; displacement, % at 20 µM, or IC50 in µM where a hit was titrated; 64,000 tested, 0.02% active; in the data active = a potency from the dose series; inactive = the rest, 99 in 100 with displacement below about 15%; note: strong numbers were not always called active
# LYP inhibition – LYP phosphatase inhibitors, primary screen, biochemical, DiFMUP fluorescence, recombinant catalytic domain, 10 µM (AID 606) | recombinant LYP catalytic domain, DiFMUP fluorescence; higher % means a stronger effect | inhibition, % at 10 µM, or IC50 in µM where a hit was titrated | 52,000 tested, under 10 active;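 active = IC50 under 40 µM in the dose-response test; inactive = IC50 of 40 µM or more, or never dose-tested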
# Spn PMK inh – inhibitors of Streptococcus pneumoniae phosphomevalonate kinase; inhibition, % at 10 µM; purified PMK, PK/LDH-coupled NADH absorbance 340 nm; 65,000 tested, 0.49% active; AID 539;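 active = top-ranked compounds by inhibition in the single 10 µM screen, taking a fixed number of the strongest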;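 note: 0% = full reaction with DMSO carrier and 100% = background rate without enzyme reaction; no value below 0 was filed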
# HPDE-C7 viability – cytotoxicity in HPDE-C7 cells, cell-based, fluorescence, HTS (AID 430); HPDE-C7 pancreatic duct cells viability, fluorescence; higher % means a stronger effect; 63,000 tested, 1.8% active; cytotoxicity, % at 10 µM, or EC50 in µM where a hit was titrated;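 note: cells exposed to compound for 48 hours before viability readout; 0% = vehicle and 100% = reference cytotoxic drug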
# KRASV12 cytotoxicity – cytotoxicity in KRAS-transformed pancreatic duct cells, primary screen, cell-based, fluorescence, HTS (AID 431). cytotoxicity, % at 10 µM; hits with a dose series show EC50 in µM. 63,000 tested, 1.7% active. HPDE-C7K KRASV12 cells, Alamar Blue viability, 48 h; higher % means a stronger effect;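 active = compounds whose percent cytotoxicity in the single-dose primary screen, scaled between solvent and toxic-drug controls, exceeds 50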;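 note: 0% = DMSO solvent wells and 100% = doxorubicin-treated wells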
# MK inhibit – blocks S. pneumoniae mevalonate kinase; purified MK, PK/LDH-coupled NADH absorbance 340 nm; 65,000 tested, 0.48% active; inhibition, % at 10 µM;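 active = ranked among the strongest by inhibition in the single 10 µM screen, a fixed top-ranked set picked for dose follow-up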; note: no value below 0 was filed
# DPM-DC inhibit – inhibitors of Streptococcus pneumoniae diphosphomevalonate decarboxylase; 65,000 tested, 0.49% active; purified DPM-DC, PK/LDH coupled NADH fluorescence; calls only at 10 µM;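 active = the 320 compounds with the highest percent inhibition in the single-dose primary screen, excluding strongly autofluorescent ones, cut at about 32% in these data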;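 note: kinetic rate of NADH fluorescence loss reporting ADP formed by the decarboxylase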
# TNAP inhibition – human TNAP enzyme inhibitors, biochemical, luminescent (AID 518); purified TNAP enzyme, luminescent substrate readout; higher % means a stronger effect; inhibition, % at 20 µM; hits with a dose series show IC50 in µM; 64,000 tested, 0.09% active; in the data active = a potency from the dose series; inactive = the rest, 99 in 100 with inhibition below about 22%;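 note: plate controls were vehicle for no effect and reference inhibitor for full effect; many of its hits are not listed in these tables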
# Spn PMK inh pilot replicates – second read-out of Spn PMK inh, no call of its own (marks repeat the call); inhibition, %; measured here: pilot screen replicates
# MK inhibit pilot replicates – recorded beside MK inhibit, whose call it bears; inhibition, %; measured here: pilot screen replicates
# DPM-DC inhibit pilot screen % – also measured in DPM-DC inhibit; calls as there; inhibition, %; measured here: pilot screen trials
# Active calls of the source: *; i = inactive; . = no result given. Cut-off read from the data, not from the text of the source, unless noted: active = cytotoxicity above about 50%; inactive = the rest.
SMILES,HT1080 viability,Bfl-1 displacement,LYP inhibition,Spn PMK inh,HPDE-C7 viability,KRASV12 cytotoxicity,MK inhibit,DPM-DC inhibit,TNAP inhibition,others
Cc1ccc(C)n1CCN1CCN(CC(=O)Nc2cc(C(F)(F)F)ccc2Cl)CC1,-3%,15%,5%,0,9%,-3%,1,i,9%,
CCN(CC)S(=O)(=O)c1ccc(C(=O)Nc2ccc(OCC(=O)N3CCOCC3)cc2)cc1,1%,-2%,4%,1,-3%,2%,0,i,6%,
COc1ccc2nc(SCC(=O)N3CCNC3=O)[nH]c2c1,15%,-9%,4%,10,3%,8%,5,i,6%,
Nc1cc(-c2cccc(F)c2)nn1S(=O)(=O)c1cccc2nsnc12,2%,1%,7%,5,0%,4%,3,i,22%,
Cc1nnc(SCCn2c(N3CCC(C)CC3)nc3c2c(=O)[nH]c(=O)n3C)s1,-3%,.,9%,2,.,.,2,i,.,
COc1ccc(OCC(=O)Nc2ccc(S(=O)(=O)N3CCCCCC3)cc2)cc1,2%,-2%,13%,12,-2%,-6%,11,i,7%,
Cc1cccc(S(=O)(=O)NCCC(=O)OC(C)C(=O)NC(=O)NC2CCCCC2)c1 (stereo not drawn),-4%,-10%,-26%,9,0%,4%,0,i,5%,
CSc1ccccc1NC(=O)c1ccco1,4%,-3%,4%,1,2%,5%,5,i,3%,
CCSc1nnc(-c2ccc(S(=O)(=O)N3CCCC3)cc2)n1C,0%,5%,-10%,12,-9%,-13%,9,i,10%,
Cn1c(=O)[nH]c(=O)c2c1nc(CN1CCOCC1)n2CCCO,2%,-6%,2%,2,-19%,-4%,0,i,8%,
COCCCNc1ncnc2nc[nH]c12,1%,-4%,9%,14,-15%,-7%,9,i,-3%,
COc1ccc(-c2cc(C(F)(F)F)nc(N3CCN(C)CC3)n2)cc1,-5%,-9%,8%,0,-16%,-12%,9,i,6%,
CCCCOc1ccc(C2C3CN(C(=O)OCC)CC=C3C(C#N)=C(N)C2(C#N)C#N)cc1OC (stereo not drawn),-4%,0%,8%,10,-19%,-8%,13,i,15%,Spn PMK inh pilot replicates=2.0;MK inhibit pilot replicates=0.0;DPM-DC inhibit pilot screen %=4.0
O=C(NCc1cccnc1)c1cccc(S(=O)(=O)N2CCOCC2)c1,-1%,5%,1%,6,1%,-5%,4,i,8%,
C=CCn1cc(C(=O)NCc2cccnc2)c(=O)c2cc(S(=O)(=O)N(CC)CC)ccc21,-4%,-2%,-17%,8,-25%,-11%,0,i,0%,
CCN(CC)CCNC(=O)Cn1c(-c2ccccn2)nc2ccccc21,0%,3%,-5%,11,0%,-4%,5,i,9%,
CCOc1ccc(C2N(c3ccc(OC)cc3)C(=O)C3CCCN32)cc1OC (stereo not drawn),-2%,0%,10%,0,2%,5%,3,i,3%,
CC(C)c1ccc(OCC(O)CN2CCN(c3ccccc3)CC2)cc1 (stereo not drawn),-6%,-6%,-8%,17,23%,46%,0,i,9%,
O=c1c2ccccc2nnn1CSc1nnc(C2COc3ccccc3O2)n1-c1ccccc1 (stereo not drawn),-8%,0%,-1%,13,-3%,0%,0,i,10%,
COc1ccc(NC(=O)c2oc3ccccc3c2NC(=O)c2ccco2)c(OC)c1,-5%,5%,.,9,13%,5%,0,.,15%,

# Compounds from the list above that contain a CF3 group (2):
SMILES,HT1080 viability,Bfl-1 displacement,LYP inhibition,Spn PMK inh,HPDE-C7 viability,KRASV12 cytotoxicity,MK inhibit,DPM-DC inhibit,TNAP inhibition,others
Cc1ccc(C)n1CCN1CCN(CC(=O)Nc2cc(C(F)(F)F)ccc2Cl)CC1,-3%,15%,5%,0,9%,-3%,1,i,9%,
COc1ccc(-c2cc(C(F)(F)F)nc(N3CCN(C)CC3)n2)cc1,-5%,-9%,8%,0,-16%,-12%,9,i,6%,

# The listing continues:
SMILES,HT1080 viability,Bfl-1 displacement,LYP inhibition,Spn PMK inh,HPDE-C7 viability,KRASV12 cytotoxicity,MK inhibit,DPM-DC inhibit,TNAP inhibition,others
Cc1ccc(-c2csc(N)n2)s1,1%,6%,3%,8,-3%,-13%,8,i,5%,
COc1ccccc1S(=O)(=O)Cc1ccc(C(=O)N2CCN(c3cccc(Cl)c3)CC2)o1,26%,-5%,-3%,10,61%*,46%,2,i,7%,
CCCn1c2ccccc2c2nnc(SCC(=O)OC)nc21,-4%,-3%,5%,6,1%,6%,4,i,7%,
Cc1ccc(-n2nc(C)c(C3C(C#N)=C(N)OC4=C3C(=O)CCC4)c2Cl)cc1 (stereo not drawn),-13%,-4%,7%,3,11%,8%,10,i,2%,
Cc1ccc2[nH]cc(C(=O)CN3CCN(c4ccccn4)CC3)c2c1,17%,-6%,9%,7,-12%,2%,12,i,13%,
COc1ccc(C2C(C#N)=C(C)NC3=C2C(=O)c2ccccc23)cc1 (stereo not drawn),3%,-1%,11%,8,55%*,54%*,0,i,22%,
COc1ccc(Nc2nc(C)cc(C)c2C#N)cc1OC,2%,-3%,7%,9,-8%,7%,0,i,15%,
Cc1cc(C(=O)Nc2ccc3c(c2)OCO3)cs1,18%,0%,5%,8,8%,2%,7,i,13%,
CSCCC(NC(=O)c1ccccc1)C(=O)NC1CCCC1 (stereo not drawn),3%,0%,12%,1,-6%,4%,8,i,5%,
CNC(=O)c1cc2c(=O)n3cc(C)ccc3nc2n(Cc2ccco2)c1=N,-3%,-3%,-2%,3,-1%,10%,3,i,10%,
CCOC(=O)/C(C#N)=C1/CCCCCN1C,12%,-6%,4%,11,.,.,8,i,3%,
CCCCOc1ccc(NC(=O)C2CC=CCC2C(=O)O)cc1 (stereo not drawn),2%,-7%,8%,2,-18%,-32%,6,i,4%,
CC(C)c1ccc(NC(=O)N2CCC(c3nc4ccccc4o3)CC2)cc1,-3%,2%,1%,13,-18%,0%,2,i,8%,
COCCNC(=O)CN(C(=O)CCC(=O)Nc1ccccn1)c1ccc(F)c(Cl)c1,-3%,-4%,14%,12,12%,4%,2,i,3%,
CC12CC(c3ccccc3O1)C(C(=O)N1CCOCC1)C(=O)N2 (stereo not drawn),-10%,-5%,10%,0,-3%,-1%,10,i,6%,
O=C1c2ccccc2C(=O)N1C/C=C/CN1C(=O)c2ccccc2C1=O,4%,0%,6%,10,2%,0%,2,i,16%,Spn PMK inh pilot replicates=4.0;MK inhibit pilot replicates=0.0;DPM-DC inhibit pilot screen %=0.0
c1ccc(CN2CCC3(CC2)Nc2ccccc2CO3)cc1,-2%,0%,15%,7,5%,2%,8,i,7%,
COc1cccc(CNC(=O)C2CCN(S(=O)(=O)c3cnc[nH]3)CC2)c1,-1%,-11%,.,8,-1%,-1%,6,i,11%,
CCc1cc(=O)oc2cc(OCC(=O)O)c(Cl)cc12,-3%,-4%,7%,4,4%,-4%,6,i,6%,
O=C(CSc1nnc(-c2cccs2)n1-c1ccccc1)N1CCN(C(=O)c2ccco2)CC1,6%,9%,2%,16,4%,12%,17,i,5%,
COc1cccc(-c2nc(NCc3ccco3)c3ccccc3n2)c1O,24%,-4%,5%,3,.,1.1µM*,4,i,7%,
COc1ccc2[nH]c3c(=O)n(Cc4ccco4)cnc3c2c1,6%,-3%,30%,11,-2%,-5%,9,.,7%,
COc1cccc(C(=O)CSc2nnc(-c3cc(OC)c(OC)c(OC)c3)o2)c1,1%,2%,9%,11,1%,4%,0,i,1%,
CC(C)Oc1ccc(C2CNC(=O)C2)cc1 (stereo not drawn),-6%,4%,-26%,6,-12%,1%,3,i,5%,
O=C(Nc1cccc(Cl)c1)N1CCN(c2ncccn2)CC1,-4%,2%,.,15,-17%,-14%,0,i,5%,Spn PMK inh pilot replicates=2.0;MK inhibit pilot replicates=7.0;DPM-DC inhibit pilot screen %=1.5
Cc1nnc2n(Cc3ccccc3)c(=O)c3c4c(sc3n12)COC(C)(C)C4,15%,-2%,8%,7,-2%,13%,11,i,4%,
O=C(CSc1nnc2scc(-c3ccccc3)n12)Nc1ccc2c(c1)OCCO2,-6%,1%,2%,5,-10%,-11%,14,i,11%,
CCOC(=O)c1ccc(NC(=O)CSc2nnc(COc3ccccc3)n2C)cc1,11%,-2%,4%,5,10%,6%,1,i,10%,Spn PMK inh pilot replicates=3.0;MK inhibit pilot replicates=2.0;DPM-DC inhibit pilot screen %=0.5
CCOC(=O)CSc1nc2cc3c(cc2cc1C#N)OCO3,-3%,-1%,.,14,19%,17%,6,i,8%,
Clc1ccccc1OCCn1cnc2ccccc21,-4%,4%,10%,0,-6%,-10%,3,i,8%,
CCOC(=O)C1C(=O)NC(N2CCN(Cc3ccccc3)CC2)=NC1c1ccco1 (stereo not drawn),-6%,4%,.,12,26%,16%,9,i,14%,
O=C(CCC(=O)OCCCC(F)(F)C(F)(F)F)NC1CCCCC1,11%,1%,6%,0,-19%,-11%,11,i,7%,Spn PMK inh pilot replicates=8.0;MK inhibit pilot replicates=1.5;DPM-DC inhibit pilot screen %=5.0
CCOC(=O)CSc1nnc(CNC(=O)c2cc(OCC)c(OCC)c(OCC)c2)n1C,10%,-2%,.,14,7%,2%,0,i,4%,

# By substructure: the compounds so far with a cyano group.
SMILES,HT1080 viability,Bfl-1 displacement,LYP inhibition,Spn PMK inh,HPDE-C7 viability,KRASV12 cytotoxicity,MK inhibit,DPM-DC inhibit,TNAP inhibition,others
CCCCOc1ccc(C2C3CN(C(=O)OCC)CC=C3C(C#N)=C(N)C2(C#N)C#N)cc1OC (stereo not drawn),-4%,0%,8%,10,-19%,-8%,13,i,15%,Spn PMK inh pilot replicates=2.0;MK inhibit pilot replicates=0.0;DPM-DC inhibit pilot screen %=4.0
Cc1ccc(-n2nc(C)c(C3C(C#N)=C(N)OC4=C3C(=O)CCC4)c2Cl)cc1 (stereo not drawn),-13%,-4%,7%,3,11%,8%,10,i,2%,
COc1ccc(C2C(C#N)=C(C)NC3=C2C(=O)c2ccccc23)cc1 (stereo not drawn),3%,-1%,11%,8,55%*,54%*,0,i,22%,
COc1ccc(Nc2nc(C)cc(C)c2C#N)cc1OC,2%,-3%,7%,9,-8%,7%,0,i,15%,
CCOC(=O)/C(C#N)=C1/CCCCCN1C,12%,-6%,4%,11,.,.,8,i,3%,
CCOC(=O)CSc1nc2cc3c(cc2cc1C#N)OCO3,-3%,-1%,.,14,19%,17%,6,i,8%,
